High-throughput results deposited in PubChem BioAssay by Broad Institute.
HSF-1 GFP decrease = GFP reporter loss versus dox-driven RFP – NIH3T3 R4 cells, cherry-pick, set 3, dose response (AID 493083) | 4% of 2,400 active | NIH3T3 R4 HSF-1 GFP reporter, heat shock, 48 h | AC50 in µM for hits, for the others activity change, negative = inhibition, % at the top dose, mostly 19.5 µM;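 active = compounds lowering signal whose fitted AC50 is at most ten times the top tested dose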;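 note: 0% = neutral control wells and -100% = didemnin B positive control; many of its hits are not listed in these tables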
* hit, by the source's call. Not all compounds are listed (hit frequency here may not be typical).

SMILES | HSF-1 GFP decrease
CC(=O)OC(C)(C)/C=C/C(=O)C(C)(O)C1[C@H](O)C[C@@]2(C)C3CC=C4C(CC[C@@H](O)C4(C)C)[C@]3(CO)C(=O)C[C@]12C (some centres not stated) | 24.3%
CN1CCN(c2ccc([N+](=O)[O-])c3cccnc23)CC1 | -3.5%
Cc1c(C=C2C(=O)N(C)C(=O)N(C)C2=O)c(=O)n(-c2ccccc2)n1C | 5.5%
CC/C(=N\NC(=O)c1ccccc1O)c1c(O)n(Cc2ccccc2)c(=O)[nH]c1=O | 3.3%
COc1ccc(Br)cc1CN1CCN(CCO)CC1 | -3.8%
CCN1C(=O)NC(=O)/C(=C/c2cc(C)n(-c3sc(C)c(C)c3C#N)c2C)C1=O | 5.1%
CC(=O)c1c(C)n(CCCOC(C)C)c2ccc(O)cc12 | 2.3%

Molecules above that contain four or more nitrogen atoms:
SMILES | HSF-1 GFP decrease
CN1CCN(c2ccc([N+](=O)[O-])c3cccnc23)CC1 | -3.5%
Cc1c(C=C2C(=O)N(C)C(=O)N(C)C2=O)c(=O)n(-c2ccccc2)n1C | 5.5%
CC/C(=N\NC(=O)c1ccccc1O)c1c(O)n(Cc2ccccc2)c(=O)[nH]c1=O | 3.3%
CCN1C(=O)NC(=O)/C(=C/c2cc(C)n(-c3sc(C)c(C)c3C#N)c2C)C1=O | 5.1%
